BoNT-F LC inh: BoNT F light chain protease inhibition | Multiplex microsphere protease cleavage assay, flow cytometry | inhibition, % at 10 µM | 360,000 compounds, 0.22% hits | AID 588497; in the data active = inhibition above about 35%, passing the limit was not always enough; inconclusive = no clear call, values can overlap the other calls; also: plate controls were buffer without enzyme for full effect and enzyme alone for no effect
Rv3671c inh: inhibitors of M. tuberculosis serine protease Rv3671c. P9WHR9. inhibition, % at 5.96 µM. 320,000 compounds, 0.048% hits. AID 2606; in the data active = inhibition above about 38%;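 also: extracellular domain of Rv3671c used as enzyme; 0% = enzyme with DMSO and 100% = no enzyme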
PrPC surface inh: cell surface PrPC inhibition, primary TR-FRET screen; P04156; TR-FRET read-out; inhibition, % at 13.8 µM; 370,000 compounds, 0.43% hits; AID 720596; in the data active = inhibition above about 24%; also: 0% = median of the test wells and 100% = reference compound wells
CCHF vOTU inh: blocks the CCHF virus ovarian tumor domain protease; inhibition, % at 11.5 µM; CCHFV vOTU protease, Pep-AMC fluorescence; AID 651958; 370,000 compounds, 0.55% hits; in the data active = inhibition above about 30%; also: 0% = vehicle wells with enzyme and 100% = no enzyme wells
BoNT-A LC inh2: blocks Botulinum neurotoxin A light chain protease; multiplex microsphere protease substrate cleavage, flow cytometry; inhibition, % at 10 µM; 360,000 compounds, 0.17% hits; also: plate controls were buffer without enzyme for full effect and enzyme alone for no effect
PriA SSB inh: blocks PriA binding to SSB C-terminal tail; AlphaScreen SSBct-PriA binding, biotinylated peptide; inhibition, % at 33 µM; 430,000 compounds, 0.6% hits; in the data active = inhibition mostly above about 37%, no sharp cut-off; inactive = mostly below about 20%;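 also: plate controls were negative control peptide for no effect and reference peptide for full effect; strong numbers were not always called active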
Anthrax LF inh2: inhibitors of Bacillus anthracis lethal factor protease | multiplex microsphere protease cleavage assay, LF | inhibition, % at 10 µM | 360,000 compounds, 0.12% hits | AID 588501; also: plate controls were buffer without enzyme for full effect and enzyme alone for no effect
Target sequence (P15917 whole entry, looked up): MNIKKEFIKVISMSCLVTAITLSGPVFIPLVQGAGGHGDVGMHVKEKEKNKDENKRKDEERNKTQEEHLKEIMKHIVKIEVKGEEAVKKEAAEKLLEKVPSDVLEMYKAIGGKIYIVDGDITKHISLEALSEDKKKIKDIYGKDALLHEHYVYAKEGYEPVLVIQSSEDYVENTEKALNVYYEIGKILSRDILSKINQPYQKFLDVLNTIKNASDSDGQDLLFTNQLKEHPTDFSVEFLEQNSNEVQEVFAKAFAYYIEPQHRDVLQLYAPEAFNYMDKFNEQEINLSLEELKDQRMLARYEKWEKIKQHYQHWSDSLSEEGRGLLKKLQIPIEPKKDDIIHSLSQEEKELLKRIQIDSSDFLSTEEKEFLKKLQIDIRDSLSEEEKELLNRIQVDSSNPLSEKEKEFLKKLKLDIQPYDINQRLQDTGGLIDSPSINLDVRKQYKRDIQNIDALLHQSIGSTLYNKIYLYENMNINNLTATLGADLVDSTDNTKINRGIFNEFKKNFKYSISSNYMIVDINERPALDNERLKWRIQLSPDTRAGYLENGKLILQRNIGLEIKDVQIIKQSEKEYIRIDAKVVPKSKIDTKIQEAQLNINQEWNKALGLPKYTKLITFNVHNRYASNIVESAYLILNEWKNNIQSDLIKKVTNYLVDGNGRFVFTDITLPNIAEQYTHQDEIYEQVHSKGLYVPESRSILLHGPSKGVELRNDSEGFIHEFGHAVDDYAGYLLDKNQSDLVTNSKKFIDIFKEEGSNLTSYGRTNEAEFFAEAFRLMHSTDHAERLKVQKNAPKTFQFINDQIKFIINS
3CLpro inhibitor: SARS-CoV 3CLpro protease inhibition. P0C6X7. recombinant SARS-CoV 3CLpro, quenched FRET peptide cleavage. inhibition, % at 6 µM. 290,000 compounds, 0.14% hits; in the data active = inhibition above about 12%
MazF activator: increases E. coli MazEF RNase cleavage of RNA; FAM/BHQ RNA-DNA oligo cleavage fluorescence, 5 h; activation, % at 20 µM; 350,000 compounds, 0.32% hits; AID 504720; in the data active = activation above about 50%
VHR inh abs: blocks human VHR1 dual specificity phosphatase. AID 1654. P51452. inhibition, % at 13.3 µM. recombinant VHR phosphatase, pNPP absorbance. 290,000 compounds, 0.52% hits; in the data active = inhibition above about 50%; also: some compounds called inactive have numbers as strong as hits
An asterisk follows results filed as active; ? = inconclusive; . = no result given; & = joins results of further samples. Rule as the data show it, unless noted: active = inhibition above about 30%; inconclusive = no clear call, values can overlap the other calls; inactive = below that. A portion of the library; rates above refer to the full screens.

The first three records as a preview:
Letter code: A = BoNT-F LC inh; B = Rv3671c inh; C = PrPC surface inh; D = CCHF vOTU inh; E = BoNT-A LC inh2; F = PriA SSB inh; G = Anthrax LF inh2; H = 3CLpro inhibitor; I = MazF activator; J = VHR inh abs
Fc1ccccc1Nc1nc(N2CCOCC2)nc(N2CCOCC2)n1
  A = 12.5 | B = . | C = -1.6 | D = 1.1 | E = 2.7 | F = -19.4 | G = -0.3 | H = 3.2 | I = -2.5 | J = -11.6
CSc1nc2c(c(=O)[nH]1)C(c1ccccc1Cl)CC(=O)N2 (centres undefined)
  A = -12.1 | B = 4.4 | C = 1.0 | D = 5.2 | E = -0.6 | F = 2.9 | G = -7.3 | H = 2.7 | I = -17.0 | J = 14.4
COCc1cc(=O)[nH]c(-c2ccc(C(F)(F)F)cc2)n1
  A = ? | B = 15.9 | C = -0.1 | D = -1.5 | E = 1.3 | F = -6.1 | G = 13.9 | H = 0.5 | I = -4.3 | J = 9.6

The list itself (from the top)
Letter code: A = BoNT-F LC inh; B = Rv3671c inh; C = PrPC surface inh; D = CCHF vOTU inh; E = BoNT-A LC inh2; F = PriA SSB inh; G = Anthrax LF inh2; H = 3CLpro inhibitor; I = MazF activator; J = VHR inh abs
Fc1ccccc1Nc1nc(N2CCOCC2)nc(N2CCOCC2)n1
  A = 12.5 | B = . | C = -1.6 | D = 1.1 | E = 2.7 | F = -19.4 | G = -0.3 | H = 3.2 | I = -2.5 | J = -11.6
CSc1nc2c(c(=O)[nH]1)C(c1ccccc1Cl)CC(=O)N2 (centres undefined)
  A = -12.1 | B = 4.4 | C = 1.0 | D = 5.2 | E = -0.6 | F = 2.9 | G = -7.3 | H = 2.7 | I = -17.0 | J = 14.4
COCc1cc(=O)[nH]c(-c2ccc(C(F)(F)F)cc2)n1
  A = ? | B = 15.9 | C = -0.1 | D = -1.5 | E = 1.3 | F = -6.1 | G = 13.9 | H = 0.5 | I = -4.3 | J = 9.6
COCCNc1nc2sc3c(c2c(=O)n1Cc1ccco1)CCCCC3
  A = -1.0 | B = 4.1 | C = 0.0 | D = 17.2 | E = -0.3 | F = 2.3 | G = -2.6 | H = -2.2 | I = -3.0 | J = 2.9
N#C/C(=C\c1cccs1)C(=O)Nc1nccs1
  A = -3.9 | B = -5.4 | C = 4.2 | D = 13.6 | E = -0.7 | F = 7.1 | G = 0.4 | H = -1.3 | I = 2.8 | J = 12.1
COc1ccccc1CNC(=O)COC(=O)c1cccnc1SCC(=O)NCc1ccccc1OC
  A = 0.4 | B = -30.8 | C = 8.2 | D = -8.8 | E = 1.3 | F = 4.9 | G = 1.0 | H = 2.9 | I = 4.7 | J = -6.4
COc1ccccc1-n1cc(-c2ccc(Cl)cc2)[nH]c1=O
  A = 0.9 | B = -0.3 | C = 4.8 | D = 0.0 | E = -0.1 | F = -6.8 | G = -0.6 | H = 0.1 | I = 1.9 | J = -4.5
Cc1cc(C)c(C#N)c(SCC(=O)NN2CC(=O)N(c3ccccc3F)CC2=O)n1
  A = -17.6 | B = 3.1 | C = 4.0 | D = -19.5 | E = -1.2 | F = -7.0 | G = -1.6 | H = 3.9 | I = 0.2 | J = 1.5
O=Cc1c(NC2CCCCC2)c2ccccc2[nH]c1=O
  A = -26.6 | B = 0.2 | C = -0.1 | D = -10.4 | E = -1.5 | F = -6.4 | G = -2.9 | H = 0.8 | I = -17.4 | J = -3.2
COc1ccccc1C(=O)NCCC(=O)NCC(c1ccc(F)cc1)N1CCOCC1 (centres undefined)
  A = -16.2 | B = 4.8 | C = 3.6 | D = 12.6 | E = -2.6 | F = -1.3 | G = 3.0 | H = . | I = -0.9 | J = .

(further entries)
Letter code: A = BoNT-F LC inh; B = Rv3671c inh; C = PrPC surface inh; D = CCHF vOTU inh; E = BoNT-A LC inh2; F = PriA SSB inh; G = Anthrax LF inh2; H = 3CLpro inhibitor; I = MazF activator; J = VHR inh abs
CCc1cccc(CC)c1NC(=O)C(CC)Sc1nc2ccsc2c(=O)n1CCC(=O)O (centres undefined)
  A = 2.5 | B = . | C = -4.5 | D = -0.1 | E = -0.4 | F = . | G = 0.5 | H = . | I = -0.8 | J = .
CCOc1ccc(NC(=O)C2CC(=O)N=C(N)S2)cc1 (centres undefined)
  A = 10.6 | B = 0.6 | C = 3.3 | D = -10.9 | E = 0.6 | F = . | G = 4.1 | H = 0.6 | I = 8.0 | J = 10.4
Cn1c(N)c(C(=O)COC(=O)/C=C/c2cccc(Br)c2)c(=O)n(C)c1=O
  A = -9.0 | B = -0.1 | C = 6.7 | D = 4.4 | E = -0.9 | F = 3.9 | G = -8.0 | H = . | I = 4.0 | J = .
C/C(=N\NC(=O)c1ccncc1)c1cccc(NC(=O)c2ccc(C(C)(C)C)cc2)c1
  A = 0.2 | B = -1.8 | C = -1.5 | D = 7.9 | E = 1.4 | F = . | G = -0.4 | H = 6.2 | I = 4.4 | J = 23.9
Cc1ccc(C2(c3noc(CN(C)Cc4cnn(C)c4)n3)CCCC2)cc1
  A = 3.7 | B = 0.2 | C = 6.0 | D = -2.2 | E = 0.1 | F = -28.3 | G = -5.2 | H = -1.3 | I = 5.2 | J = 19.8
CCCc1cc(=O)oc2cc3occ(C)c3cc12
  A = 2.1 | B = -2.6 | C = -0.6 | D = -22.2 | E = 0.5 | F = -23.0 | G = -5.9 | H = -1.9 | I = 5.5 | J = 22.1
CCCC(C)NC(=O)c1ccc(F)cc1 (centres undefined)
  A = -3.5 | B = -0.8 | C = -5.9 | D = 5.9 | E = -0.4 | F = -0.4 | G = 2.3 | H = 1.3 | I = -4.2 | J = -12.2
Cc1ccc(SC2CC(=O)N(c3ccc4c(c3)OCCO4)C2=O)cc1 (centres undefined)
  A = -8.0 | B = -6.4 | C = 11.1 | D = 1.1 | E = -0.1 | F = -2.5 | G = -5.2 | H = 0.8 | I = -12.1 | J = 19.1
COc1ccc(-n2ccnc2SCC(=O)NCc2ccco2)c(OC)c1
  A = 3.8 | B = 4.1 | C = 3.3 | D = 13.8 | E = -0.7 | F = 11.0&-5.1 | G = 0.0 | H = -8.3 | I = -10.3 | J = -6.2
COc1cccc(NC(=S)NC(=O)/C=C/c2ccc(F)cc2)c1
  A = -11.7 | B = -3.1 | C = 2.4 | D = -6.6 | E = 1.4 | F = 3.5 | G = -9.3 | H = 1.2 | I = -9.0 | J = 4.1

Continuation:
Letter code: A = BoNT-F LC inh; B = Rv3671c inh; C = PrPC surface inh; D = CCHF vOTU inh; E = BoNT-A LC inh2; F = PriA SSB inh; G = Anthrax LF inh2; H = 3CLpro inhibitor; I = MazF activator; J = VHR inh abs
Nc1nonc1-n1nnc(C(=O)N/N=C/c2ccncc2)c1-c1cccs1
  A = -13.3 | B = 0.1 | C = -0.8 | D = 0.4 | E = -6.6 | F = . | G = -2.4 | H = -0.3 | I = 15.7 | J = -18.0
O=C(CCN1C(=O)c2ccccc2S1(=O)=O)Nc1ccc(F)cc1F
  A = 4.4 | B = -6.8 | C = 10.3 | D = -1.4 | E = -0.5 | F = -2.1 | G = -0.9 | H = 2.4 | I = 3.4 | J = 18.7
COc1cc(NC(=S)NC(=O)C(C)C)ccc1NC(=O)c1cc2ccccc2o1
  A = -6.1 | B = 4.4 | C = -0.7 | D = -2.7 | E = -0.6 | F = 3.6 | G = 8.0 | H = -1.6 | I = 0.3 | J = 2.1
Cc1ccc(S(=O)(=O)Nc2cnc3ccccc3c2)cc1
  A = -7.6 | B = 0.7 | C = -3.3 | D = 1.3 | E = -0.6 | F = 0.8 | G = -1.6 | H = -1.0 | I = -11.4 | J = 20.9
C[C@H]1COC(=O)[C@@H](Cc2ccc(F)cc2)C/C=C\C[C@@H](CC(=O)NCCO)C(=O)N1
  A = -5.6 | B = -5.5 | C = -0.4 | D = 10.6 | E = -0.4 | F = -3.9 | G = -2.7 | H = . | I = 3.2 | J = .
CC(=O)N1CCN(c2ccc([N+](=O)[O-])c(-n3nc(C)cc3C)c2)CC1
  A = -5.8 | B = -10.3 | C = -13.2 | D = 2.1 | E = -0.7 | F = 4.0 | G = 3.0 | H = -0.6 | I = 2.5 | J = 2.6
Cc1ccc(S(=O)(=O)CC(=O)N2CCN(c3ccc([N+](=O)[O-])cc3)CC2)cc1
  A = -11.0 | B = -2.6 | C = -23.4 | D = 9.8 | E = -1.0 | F = -1.9 | G = -0.3 | H = . | I = 4.0 | J = .

Screening results deposited in PubChem by several laboratories.
